# T cell HTS: T cell immune modulation candidate; 2C CD8+ T cell-vesicle binding, flow cytometry; active compounds read low; calls only at 7 µM; 330,000 compounds, 0.068% hits;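 active means response, share of CD8 T cells binding vesicles, and their 90th percentile fluorescence all below set limits, cut at about 80% in these data, passing the limit was not always enough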
#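 Also added: QL9-peptide-loaded Drosophila micro-vesicles bearing Ld, ICAM-1 and B7-1; Test system: purified 2C TCR transgenic mouse naive CD8+ T cells; Measured by: cytometric PE anti-B7-1 and Alexa647 anti-CD8 signals after 1% paraformaldehyde fixation; Timing: binding step 1.5 h, 37 °C, antibody labelling 20 min, ice.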
# West Nile antiviral: inhibition of WNV-induced cytopathic effect – cell-based, CPE readout (AID 1621); West Nile virus-infected cells, CPE inhibition; higher % means a stronger effect; CPE inhibition, % at 10 µM; hits with a dose series show IC50 in µM; 290,000 compounds, 0.02% hits; in the data active means a potency from the dose series; inconclusive means CPE inhibition mostly from about 3.7% at the one dose, without a potency; inactive means the rest, 99 in 100 with CPE inhibition below about 2.2%; further: strong numbers were not always called active
# Myeloid diff 2: promotes myeloid progenitor differentiation; calls only at 10 µM; AID 624256; ER-HoxA9 myeloid progenitors, lysozyme-GFP differentiation, flow cytometry; 360,000 compounds, 1% hits;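 active means normalized GFP-positive differentiation at or above the plate's own cutoff, the solvent-only control mean plus 3 SD; inconclusive means no clear call, values can overlap the other calls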;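 further: cells exposed to compound for four days before flow analysis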
# T cell HTS vesicle-bound %: recorded beside T cell HTS, whose call it bears; double positive events, %; measured here: CD8+ vesicle-bound cell fraction;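 binding gate set so that unloaded-vesicle control wells show 10% double positive cells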
# Myeloid diff 2 GFP+ MAC1+ %: also measured in Myeloid diff 2; calls as there; GFP+ MAC1+ double positive, %; measured here: differentiation confirmed by MAC1 staining
# Active calls of the source: *; i = inactive; ? = inconclusive.
item	SMILES	T cell HTS	T cell HTS vesicle-bound %	West Nile antiviral
1	COc1ccc(NC(=O)CCCCC#Cc2ccccc2)cc1	i	20	-0.5%
2	CC(C)(C)SCCSC1=CC(=O)CC(c2ccccc2)C1 (configuration not stated)	i	9	0.2%
3	C=C1CCC[C@]2(C)C[C@H]3OC(=O)C(CNC(C)(CO)CO)[C@H]3CC12 (some centres not stated)	i	54	-0.5%
4	NC1=NC[C@H](c2ccccc2)N1CC1CCCCC1	i	24	-0.2%
5	CC(C)CCNC(=O)C1CC2Cn3c(nc4cc(Cl)c(Cl)cc43)C2N1C (configuration not stated)	i	26	-0.9%
6	CC(CCc1ccccc1)NCc1cccc2ccccc12 (configuration not stated)	i	41	-0.8%
7	Nc1ccc(C#Cc2c(-c3ccsc3)oc3ccc(N4CCOCC4)cc23)cc1	i	21	0.6%
8	Cc1ccccc1OCCCCN1CCCCC1	i	47	-1.0%
9	CN(C)CCCNC(=O)c1cc(C(=O)c2ccccc2F)c[nH]1	i	56	0.1%
10	COc1ccc2[nH]cc(CCNC(C)=O)c2c1	i	48	-0.1%
11	CN1CCC(=O)N([C@H](CO)Cc2ccccc2)CC1	i	26	0.1%
12	COc1ccc(OC)c(NC(=O)CCN2CCN(C/C=C/c3ccccc3)CC2)c1	i	70	-0.6%

item	Myeloid diff 2	Myeloid diff 2 GFP+ MAC1+ %
1	i	2.2
2	i	0.3
3	i	1.9
4	i	2.1
5	i	1.3
6	i	0.1
7	i	0.6
8	i	0.3
9	i	0.5
10	i	2.0
11	i	0.7
12	i	0.9

# New compounds follow:
item	SMILES	T cell HTS	T cell HTS vesicle-bound %	West Nile antiviral
13	CCCNC(=O)C1(CC2CC(c3ccccc3)=NO2)CCN(C(=O)OC(C)(C)C)CC1 (configuration not stated)	i	21	-0.4%
14	COc1ccc(S(=O)(=O)N2CCCC2=O)cc1N(C)S(C)(=O)=O	i	58	0.0%
15	C=CCSc1nc2sc3c(c2c(=O)n1-c1ccccc1)CCN(C)C3	i	11	-2.0%
16	C=CCOC(=O)C1=C[C@H](c2csc3ccccc23)C[C@H](OCCCCO)O1	i	26	-0.5%
17	Cc1ccc2c(=O)cc(C(=O)NCCc3ccc(S(N)(=O)=O)cc3)oc2c1C	i	24	0.8%
18	COc1cccc(C(=O)Oc2ccc3ccc(=O)oc3c2)c1	i	28	-0.5%
19	CCN(CC)C(=O)c1ccc(-c2nnc(Nc3ccc(C(=O)N(C)C)cc3)c3ccccc23)cc1	i	42	-0.5%
20	CCOC(=O)CSc1nnc2c3ccccc3n(C)c2n1	i	66	0.2%
21	CC1=C([N+](=O)[O-])C(c2ccc3c(c2)OCO3)N(C)C(=O)N1C (configuration not stated)	i	47	-1.5%
22	COc1ccccc1/C=C/C(=O)OC(C)CN1CCCCC1 (configuration not stated)	i	55	-0.4%
23	O=C(Nc1ccccc1)C1=C[C@H](C2CCCCC2)C[C@H](OCCCCO)O1	i	56	0.2%
24	CCCCc1cc(=O)oc2cc(OCC(=O)NCC3CCC(C(=O)O)CC3)ccc12 (configuration not stated)	i	31	0.3%

item	Myeloid diff 2	Myeloid diff 2 GFP+ MAC1+ %
13	i	1.4
14	i	0.2
15	i	0.8
16	i	2.0
17	i	0.4
18	i	0.5
19	i	1.0
20	i	0.9
21	i	0.4
22	i	0.8
23	i	1.1
24	i	2.6

# (further entries)
item	SMILES	T cell HTS	T cell HTS vesicle-bound %	West Nile antiviral
25	OC(CNCc1cccs1)c1ccccc1 (configuration not stated)	i	38	-0.1%
26	COc1ccc(Br)cc1/C=N/n1c(COc2ccccc2)n[nH]c1=S	i	56	0.3%
27	CCCCN(C)CCNC(=O)c1cc2cc3ccc(OC)cc3nc2o1	i	26	1.1%
28	COc1ccc(CNc2nc(Cl)c(C#N)s2)cc1	i	56	-0.7%
29	Cc1cc(NC(=O)Nc2ccccc2)n(C(C)(C)C)n1	i	31	0.1%
30	CS(=O)(=O)N(CC(=O)N1CCCCC1)Cc1ccccc1	i	32	-1.4%
31	Cc1cc(OC(C)C(=O)NCC2CCC(C(=O)O)CC2)c2c(C)c(Cc3ccccc3)c(=O)oc2c1 (configuration not stated)	i	52	-0.5%
32	O=C(Nc1ccc(Oc2ccsc2C(=O)O)cc1)c1ccccc1	i	17	-0.2%
33	O=C(NC1CC1)C1=C[C@@H](c2ccc(C(F)(F)F)cc2)C[C@@H](OCCCCO)O1	i	40	-1.1%
34	Cc1ccc(S(=O)(=O)N2CCN(C(=O)N3CCOCC3)CC2)c(C)c1	i	28	-0.6%
35	CCc1cc(=O)oc2cc(OCC(=O)NCC3CCC(C(=O)O)CC3)ccc12 (configuration not stated)	i	48	0.1%
36	C=CCNC(=S)NNc1nc(N2CCCC2)nc(N2CCCC2)n1	i	61	-1.2%

item	Myeloid diff 2	Myeloid diff 2 GFP+ MAC1+ %
25	i	0.7
26	i	0.3
27	i	0.3
28	i	0.3
29	i	0.2
30	i	0.7
31	i	3.7
32	i	0.3
33	i	1.5
34	i	0.3
35	i	4.1
36	i	0.6

# The list goes on.
item	SMILES	T cell HTS	T cell HTS vesicle-bound %	West Nile antiviral
37	CC(=O)Nc1cccc(-n2c(=O)n(Cc3ccccc3)c(=O)c3[nH]cnc32)c1	i	46	0.2%
38	COc1ccc(C(=O)CC(=O)C(=O)Nc2cc(C)ccc2C)cc1	i	11	-1.3%
39	Cc1cc(C(=O)Nc2ccccc2Cl)c2ccccc2n1	i	24	-0.3%
40	Cc1ccc(NC(=O)N(C)c2ccccc2)cc1	i	18	0.5%
41	CCN1C(=O)N[C@@H](c2ccccc2)C(C(=O)OC)=C1C	i	28	-0.7%
42	Cn1c(=O)n(C)c2cc3[nH]cnc3cc21	i	36	0.9%
43	CC(NCCc1ccc(S(N)(=O)=O)cc1)C(=O)NCCc1ccc(F)cc1 (configuration not stated)	i	39	0.1%
44	O=C(NCc1ccncc1)c1ccc(OCc2ccccc2)cc1	i	56	-0.9%
45	O=C1CN(S(=O)(=O)c2ccc(F)cc2)c2ccccc2N1	i	45	-0.7%
46	CCN(c1cccc(C)c1)S(=O)(=O)c1csc(C(N)=O)c1	i	17	-0.6%
47	CN1CCN(CC(O)COc2ccccc2)CC1 (configuration not stated)	i	29	-1.1%
48	CCOC(=O)CN1C(=O)N[C@@H](c2cccc(F)c2)C(C(=O)OC)=C1C	i	8	-0.5%

item	Myeloid diff 2	Myeloid diff 2 GFP+ MAC1+ %
37	i	0.4
38	i	0.9
39	i	0.4
40	i	1.1
41	i	2.8
42	i	0.4
43	i	1.0
44	i	0.6
45	i	1.3
46	i	1.0
47	i	0.7
48	i	1.6

# (continued)
item	SMILES	T cell HTS	T cell HTS vesicle-bound %	West Nile antiviral
49	Cc1cc(=O)n2[nH]c(-c3cccc(Cl)c3)cc2n1	i	16	?
50	COc1cc(NC(=O)c2ccccc2)c(OC)cc1NC(=O)Cc1ccc(C)cc1	i	57	-0.5%
51	CC(C)c1ccc(OCCCCN2CCCCC2)cc1	i	54	-2.0%
52	CCN1C(=O)N[C@@H](c2cccc(C(F)(F)F)c2)[C@H](C(C)=O)[C@H]1C	i	25	-0.8%
53	CCC/C=C1/CCCOC(C(=O)NCc2ccccc2)(C(F)(F)F)C1 (configuration not stated)	i	21	0.0%
54	CCOC(=O)[C@@H]1[C@H]2COc3ccccc3[C@@H]2N2C(=O)N(c3ccc(C(F)(F)F)cc3)C(=O)[C@]12C	i	22	-0.9%
55	COc1ccc(NC(=O)C2CC(c3ccc(Cl)cc3)=NO2)cc1OC (configuration not stated)	i	28	-2.4%
56	COCCC(=O)N1CCCC(C(=O)c2ccccc2SC)C1 (configuration not stated)	i	60	-0.4%
57	CC(=O)Nc1ccccc1NC(=O)C/C(C)=N/NC(=O)C(=O)N1CCCCC1	i	31	-0.1%
58	COc1ccccc1S(=O)(=O)N1CCC(C(=O)O)(c2ccccc2)CC1	i	46	-0.3%
59	CC(=O)C1=C(C)Nc2ncnn2C1c1cccc(Br)c1 (configuration not stated)	i	59	0.5%
60	Cc1ccc(OC(=O)CN2C(=O)c3ccccc3C2=O)cc1C	i	24	-0.8%

item	Myeloid diff 2	Myeloid diff 2 GFP+ MAC1+ %
49	i	0.9
50	i	0.4
51	i	0.5
52	i	2.2
53	i	2.1
54	i	1.8
55	i	0.9
56	i	0.5
57	i	1.6
58	i	3.8
59	i	0.8
60	i	0.2

# Carrying on.
item	SMILES	T cell HTS	T cell HTS vesicle-bound %	West Nile antiviral
61	CCC1(CC)C(=O)C2=C3C1[C@H](C(=O)OC)CC(C(=O)OC)C[C@H]3n1c(=O)n(C)c(=O)n1[C@H]2C (some centres not stated)	i	37	-0.2%
62	O=C1C=C(c2ccc3c(c2)OCO3)CCC1	i	47	-0.5%
63	Cc1cc(OCC(=O)N2CCc3ccccc3C2)c(C)cc1Br	i	58	-1.1%
64	CCCN1CCCC[C@H]1C(=O)Nc1c(C)cccc1C	i	52	-0.3%
65	COC(=O)C1=C(c2ccc(OC)cc2)OC(=O)C1(C)C	i	19	-0.5%
66	CSc1ncc(Cl)c(C(=O)Nc2ccccc2C)n1	i	59	0.5%
67	CCC(C)[C@H]1CN=C(N)N1CCc1cccc(F)c1 (some centres not stated)	i	31	-0.6%
68	CC(=O)Nc1ccc(C2=NN(c3ccccc3)C(c3ccccc3)C2)cc1 (configuration not stated)	i	43	-0.6%
69	COc1cc2c(cc1OC)CN(CC(=O)Nc1ccc(F)cc1F)CC2	i	33	-1.1%
70	Cc1cc(OCC(=O)NCC2CCC(C(=O)O)CC2)c2c(C)c(C)c(=O)oc2c1 (configuration not stated)	i	10	0.3%
71	CCOC(=O)c1ccc(CN2Cc3ccccc3C2=O)cc1	i	59	-0.6%
72	COC(=O)C1=C(C)N(Cc2ccccc2)C(=NCCc2cccnc2)N[C@H]1c1ccccc1	i	15	-1.2%

item	Myeloid diff 2	Myeloid diff 2 GFP+ MAC1+ %
61	i	3.8
62	i	1.4
63	i	1.2
64	i	5.8
65	i	0.9
66	i	0.6
67	i	1.6
68	i	0.7
69	i	0.8
70	i	4.2
71	i	1.4
72	i	0.4

# Next section
item	SMILES	T cell HTS	T cell HTS vesicle-bound %	West Nile antiviral
73	CSc1ccc(/C=N/n2c(C3CCCCC3)n[nH]c2=S)cc1	i	29	-1.8%
74	Cc1csc(NC(CO)c2nc3ccccc3n2CCOCCO)n1 (configuration not stated)	i	10	-0.2%
75	O=C(Nc1cccc2[nH]ncc12)NS(=O)(=O)c1ccccc1	i	19	0.3%
76	O=C1CCCN1c1ccc(N2CCCC2=O)cc1	i	49	-0.3%
77	CS(=O)(=O)N(CC(=O)N1CCc2ccccc2C1)c1ccc(Cl)cc1F	i	16	0.2%
78	CC(C)C[C@H]1CN=C(Nc2ccccc2)N1CC1CCCC1	i	31	-0.8%
79	CCC(C)[C@H](NC(=O)[C@H](Cc1ccccc1)n1c(=O)[nH]c2ccccc2c1=O)C(=O)N1CCC[C@@H]1C(=O)O (some centres not stated)	i	31	-0.1%

item	Myeloid diff 2	Myeloid diff 2 GFP+ MAC1+ %
73	i	0.4
74	i	1.4
75	i	1.0
76	i	0.2
77	i	0.7
78	i	1.1
79	i	1.8

# Compounds listed so far that contain fluorine:
item	SMILES	T cell HTS	T cell HTS vesicle-bound %	West Nile antiviral
9	CN(C)CCCNC(=O)c1cc(C(=O)c2ccccc2F)c[nH]1	i	56	0.1%
33	O=C(NC1CC1)C1=C[C@@H](c2ccc(C(F)(F)F)cc2)C[C@@H](OCCCCO)O1	i	40	-1.1%
43	CC(NCCc1ccc(S(N)(=O)=O)cc1)C(=O)NCCc1ccc(F)cc1 (configuration not stated)	i	39	0.1%
45	O=C1CN(S(=O)(=O)c2ccc(F)cc2)c2ccccc2N1	i	45	-0.7%
48	CCOC(=O)CN1C(=O)N[C@@H](c2cccc(F)c2)C(C(=O)OC)=C1C	i	8	-0.5%
52	CCN1C(=O)N[C@@H](c2cccc(C(F)(F)F)c2)[C@H](C(C)=O)[C@H]1C	i	25	-0.8%
53	CCC/C=C1/CCCOC(C(=O)NCc2ccccc2)(C(F)(F)F)C1 (configuration not stated)	i	21	0.0%
54	CCOC(=O)[C@@H]1[C@H]2COc3ccccc3[C@@H]2N2C(=O)N(c3ccc(C(F)(F)F)cc3)C(=O)[C@]12C	i	22	-0.9%
67	CCC(C)[C@H]1CN=C(N)N1CCc1cccc(F)c1 (some centres not stated)	i	31	-0.6%
69	COc1cc2c(cc1OC)CN(CC(=O)Nc1ccc(F)cc1F)CC2	i	33	-1.1%
77	CS(=O)(=O)N(CC(=O)N1CCc2ccccc2C1)c1ccc(Cl)cc1F	i	16	0.2%

item	Myeloid diff 2	Myeloid diff 2 GFP+ MAC1+ %
9	i	0.5
33	i	1.5
43	i	1.0
45	i	1.3
48	i	1.6
52	i	2.2
53	i	2.1
54	i	1.8
67	i	1.6
69	i	0.8
77	i	0.7

# These rows are one share of the data; rates above refer to the full screens.
